HIF activator: HIF pathway transcriptional activation; U2OS HRE-luciferase reporter, luminescence; normalized: DMSO 0%, desferrioxamine 100%; activation, % at 7.5 µM (by protocol); 0.32% of 300,000 active; AID 1910;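 active means mean activation of at least 10% of the iron chelator positive control signal, with at least half of replicates also reaching 10%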
IEC-6 cytotox: kills IEC-6 intestinal cells in KLF5 counter-screen | IEC-6 cytotoxicity, luminescence viability | inhibition, % at 5 µM | 0.78% of 290,000 active; in the data active means inhibition above about 22%;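 further: 0% = plate median of test compound wells and 100% = cytotoxic reference compound wells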
KLF5 inhibitor: inhibitors of KLF5 expression. DLD-1 KLF5 promoter-luciferase reporter, luminescence. inhibition, % at 5 µM. 0.23% of 290,000 active;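 active means inhibition above a per-plate limit of that plate's mean compound inhibition plus 3 SD, cut at about 60% in these data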;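 further: 0% = DMSO wells and 100% = LY294002 at 200 µM; higher means less KLF5 promoter-driven luciferase light; inactives centre near -14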
MrgX1 antagonist: human MrgX1 receptor antagonism, primary screen. Q96LB2. MRGX1-HEK293 calcium flux, Fluo-4, BAM8-22 antagonism; hits give low values. B-score at 10 µM. 1.3% of 310,000 active. AID 588676;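 active means calcium-response B-score plate-corrected more than 3 library SD below zero, starting fluorescence within 5 deviations, no agonist response on first addition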;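 further: peak minus trough fluorescence over baseline after final BAM8-22 challenge near maximal dose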
TRPC4 agonist: activators of mouse TRPC4 channel; HEK293 TRPC4beta/mu-opioid, Fluo4 calcium fluorescence; hits give high values; Q9QUQ5; 0.49% of 310,000 active; B-score at 10 µM;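 active means B-score above 5 SD of library B-scores, and initial fluorescence ratio not above library mean plus 5 SD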;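 further: positive B-score marks a calcium rise read as TRPC4 activation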
Target sequence (Q9QUQ5 whole entry, looked up): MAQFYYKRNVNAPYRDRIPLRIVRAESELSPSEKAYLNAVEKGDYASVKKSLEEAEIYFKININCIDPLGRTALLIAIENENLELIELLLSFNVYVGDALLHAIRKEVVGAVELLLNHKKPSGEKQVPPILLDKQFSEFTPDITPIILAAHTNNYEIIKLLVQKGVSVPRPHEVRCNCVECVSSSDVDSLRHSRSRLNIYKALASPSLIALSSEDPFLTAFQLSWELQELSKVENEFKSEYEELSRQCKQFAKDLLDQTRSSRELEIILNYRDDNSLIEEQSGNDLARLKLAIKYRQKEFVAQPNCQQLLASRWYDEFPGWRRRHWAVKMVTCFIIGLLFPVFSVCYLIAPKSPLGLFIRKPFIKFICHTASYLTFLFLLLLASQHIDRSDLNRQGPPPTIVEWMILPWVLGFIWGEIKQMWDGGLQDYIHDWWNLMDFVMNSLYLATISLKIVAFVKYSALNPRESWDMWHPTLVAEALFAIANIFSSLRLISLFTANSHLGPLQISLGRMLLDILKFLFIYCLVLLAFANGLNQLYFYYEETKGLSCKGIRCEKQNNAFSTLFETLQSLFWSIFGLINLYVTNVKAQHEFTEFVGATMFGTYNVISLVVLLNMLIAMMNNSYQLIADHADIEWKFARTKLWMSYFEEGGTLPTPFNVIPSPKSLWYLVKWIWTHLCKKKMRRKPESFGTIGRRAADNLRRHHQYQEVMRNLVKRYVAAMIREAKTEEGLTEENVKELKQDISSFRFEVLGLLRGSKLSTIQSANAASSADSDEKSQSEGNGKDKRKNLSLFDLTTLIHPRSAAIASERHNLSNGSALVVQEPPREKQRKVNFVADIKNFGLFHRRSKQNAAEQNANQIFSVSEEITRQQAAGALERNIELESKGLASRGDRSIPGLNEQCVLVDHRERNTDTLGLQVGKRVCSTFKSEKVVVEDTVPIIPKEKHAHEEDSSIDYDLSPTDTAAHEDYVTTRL
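Test system: HEK293 cells stably co-expressing mouse TRPC4beta and mu-opioid receptor | Schedule: Fluo4 dye loading 45 min at room temperature, 110 s recording | Measured by: Kinetic Fluo4 calcium fluorescence, 5 s baseline at 1 Hz | Evaluation: B score of integrated ratio | Controls: Buffer (low) and maximal DAMGO (high)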
TRPC6 act: activates the mouse TRPC6 cation channel; Q61143; HEK293-TRPC6 membrane potential dye fluorescence; hits give high values; B-score at 10 µM; 0.13% of 310,000 active; AID 2550;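 active means B-score of the integrated fluorescence ratio above library mean plus 3 SD, and starting fluorescence ratio within library mean plus 5 SD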;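 further: higher score means more depolarization so channel activation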
TRPC6 inh: mouse TRPC6 channel inhibition | Q61143 | HEK293-TRPC6, membrane potential dye, ACh-evoked depolarization; hits give low values | B-score at 10 µM | 1.1% of 310,000 active | AID 2553;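 active means B-score under library mean minus 3 SD, initial fluorescence not abnormally high, positive integrated signal ratio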;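 further: B-score derived from integrated fluorescence ratio over the kinetic read; more negative B-score means stronger inhibition of depolarization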
TRPC4 potent: allosterically enhances the mouse TRPC4 cation channel; Q9QUQ5; HEK293 TRPC4beta/mu-opioid, DAMGO EC20, Fluo-4 Ca2+ flux; hits give high values; B-score at 10 µM; 0.42% of 310,000 active;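 active means B-score of calcium response area above 5 SD of library B-scores, with initial fluorescence ratio within 5 SD of library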;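 further: B-score of integrated fluorescence ratio over time as area under calcium response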
SKKanGAS inh: inhibitors of SKKanGAS S. pyogenes growth in kanamycin (SK-promoter or general growth effect) | AID 1662 | 1.3% of 300,000 active | BacTiter-Glo, 6 h | inhibition, % at 7.5 µM;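 active means mean replicate score, as percent of positive control median, at least 50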;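 further: strain carries kanamycin resistance gene driven by streptokinase promoter and grows in 40 µg/ml kanamycin; loss of luminescence reflects streptokinase promoter inhibition or plain growth inhibition; 0% = median of DMSO wells and 100% = positive control at its reference dose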
TRPC4 block: TRPC4 (mouse) channel inhibition | Q9QUQ5 | HEK293 TRPC4beta/mu-opioid, DAMGO-evoked Fluo4 calcium flux; hits give low values | B-score at 10 µM | 0.39% of 300,000 active;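 active means B-score over 3 SD under the library average, no early fluorescence shift, positive overall ratio signal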
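Assay system: HEK293 cells with stable TRPC4beta plus mu-opioid receptor expression; Probe or stimulus: DAMGO in two steps, submaximal then maximal; Dosing: single-point compound dosing; Measured by: Fluo4 calcium-dye fluorescence, kinetic read; Read-out basis: B score from integrated Fluo4 fluorescence ratio.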
aSyn 5UTR inh: MLPCN primary screen, SNCA 5' untranslated region; 0.82% of 300,000 active; alpha-synuclein 5'UTR reporter, inhibitor activity; inhibition, % (tested at 7.5 µM); in the data active means inhibition above about 60%;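 further: H4 neuroglioblastoma cells stably carrying SNCA 5'UTR luciferase fusion; 0% = DMSO wells and 100% = positive control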
* marks the source's active call; other numbers are inactive results; i = inactive; x = no result given. Outcome played no part in choosing rows. About 5.8% of those tested had a hit in this group.

SMILES	HIF activator	IEC-6 cytotox	KLF5 inhibitor	MrgX1 antagonist	TRPC4 agonist	TRPC6 act	TRPC6 inh	TRPC4 potent	SKKanGAS inh	TRPC4 block	aSyn 5UTR inh
COc1ccc(OC)c(/C=C2\N=C(c3ccccc3)OC2=O)c1	0.5	-5	-9	i	i	i	i	i	1	i	-17
NS(=O)(=O)c1ccc(Oc2ccc(S(N)(=O)=O)cc2)cc1	-0.2	-2	-45	i	i	i	i	96*	6	i	8
O=C(NCCCN1CCCC1)c1ccc2c(c1)N(Cc1ccccc1F)C(=O)c1ccccc1S2(=O)=O	0.8	0	-36	i	i	i	i	i	-2	i	-18
CCOC(=O)C(NC(=O)CC)C(O)c1cccc([N+](=O)[O-])c1 (stereo unspecified)	-0.5	-9	-19	i	i	i	i	i	-1	i	-19
CCOc1ccc(NC(=S)NC(=O)c2ccco2)cc1	-24	0	-164	i	i	i	i	i	23	i	-250
CCc1ccc(N(CC(=O)N2CCCCCC2)S(C)(=O)=O)cc1	0.3	1	-18	i	i	i	i	i	-7	i	6
O=C(CC1CCC1)NC(c1ccccc1)c1ccccc1	-0.2	-8	-8	i	i	i	i	i	3	i	13
CSCC[C@H](NC(=O)OC(C)(C)C)C(=O)N1CCC(C(=O)N[C@@H](C)C(=O)O)CC1	-0.3	-2	-26	i	i	i	i	i	0	i	19
Cc1c(CC(=O)N2CCN(C(=O)C3COc4ccccc4O3)CC2)c(=O)oc2cc(O)cc(O)c12 (stereo unspecified)	0.0	-5	-26	i	i	i	i	i	9	i	12
CC(=O)c1cccc(NC(=O)Cn2c(=O)oc3cc(S(=O)(=O)N4CCCC4)ccc32)c1	-0.5	6	-14	i	i	i	i	i	12	i	-2
CC(C)c1ccc(CNC(=O)C(=O)Nc2nccs2)cc1	-0.2	-2	-9	i	i	i	i	i	4	i	15
COc1ccc(O[C@H]2C=C[C@@H](c3ccccc3)O[C@@H]2COC(=O)CC/C(C)=N/OC[C@@H](O)[C@H]2O[C@@H]3OC(C)(C)O[C@@H]3[C@H]2O)cc1	-1.2	-11	-30	i	i	i	i	i	-1	i	11

TRPC4 potent, hit marks shown above
| SMILES | KLF5 inhibitor | MrgX1 antagonist | TRPC4 agonist | TRPC6 act | TRPC4 potent | TRPC4 block | aSyn 5UTR inh |
| --- | --- | --- | --- | --- | --- | --- | --- |
| NS(=O)(=O)c1ccc(Oc2ccc(S(N)(=O)=O)cc2)cc1 | -45 | i | i | i | 96* | i | 8 |

(list continues)
SMILES	HIF activator	IEC-6 cytotox	KLF5 inhibitor	MrgX1 antagonist	TRPC4 agonist	TRPC6 act	TRPC6 inh	TRPC4 potent	SKKanGAS inh	TRPC4 block	aSyn 5UTR inh
O=[N+]([O-])c1ccc(N2CCc3ccccc3C2)nc1	0.6	-3	-40	i	i	i	i	i	-2	i	-66
Cc1cc(C)nc(NC(=O)c2ccc(Cl)cc2)n1	0.1	-1	-27	i	i	i	i	i	3	i	-4
Cc1ccc(-n2c(SCC(N)=O)nc3c(c2=O)C2(CCCC2)Cc2ccccc2-3)cc1	-0.7	-2	-10	i	i	i	i	i	18	i	-28
O=C(NCCc1ccccc1)C1CC(=O)N(C2CCCCCC2)C1 (stereo unspecified)	-0.3	-6	-31	i	i	i	i	i	3	i	4
Cc1ccc(Nc2ccc(NCc3ccccc3)nn2)cc1C	x	0	-59	i	i	i	i	i	-4	i	-87
O=C(c1ccco1)n1c(=S)nc2ccccn21	2.9	6	-143	i	i	i	i	i	-5	i	-172
CSCCC(NC(=O)c1ccccc1Cl)C(=O)N(C)Cc1cccs1 (stereo unspecified)	0.3	-6	-32	i	i	i	i	i	1	i	4
COCCCNCCCCSc1ccc(Cl)cc1	0.3	2	-20	i	i	i	i	i	0	i	6
COC(=O)c1cccc(CSc2nc3ccccc3[nH]2)c1	0.9	-2	-90	i	i	i	i	i	0	i	-72
Cc1ccc(C2(C)NC(=O)N(CC(=O)N3CCN(S(=O)(=O)c4ccc(Cl)s4)CC3)C2=O)cc1 (stereo unspecified)	-34	x	x	i	i	i	i	i	-3	i	25
C[C@H](NC(=O)OCc1ccccc1)C(=O)NNC(=O)[C@H](Cc1ccccc1)NC(=O)OC(C)(C)C	-0.1	x	x	i	i	i	i	i	4	i	2
Cc1nnc(NC(=O)C2(c3ccccc3)CCOCC2)s1	-29	3	-24	i	i	i	i	i	3	i	0
CC(C)Cc1nc2ccccc2n1CCc1ccccc1	0.0	-5	1	i	i	i	i	i	9	i	-50
CC(CCCC(C)(C)O)NC(=O)c1cc(COc2ccc3ncccc3c2)on1 (stereo unspecified)	-0.6	2	-18	i	i	i	i	i	-4	i	-6
COC(=O)C1=NNCC12CC(=O)N(c1ccc(Br)cc1)C2=O (stereo unspecified)	-0.1	-3	-48	i	i	i	i	i	-3	i	9
Cc1ccc(C(=O)N/N=C\c2ccc(-c3ccc(Cl)c(Cl)c3)o2)cn1	0.1	5	-3	i	i	i	i	i	0	i	-66
COc1ccccc1NC(=O)N1C2CCCC1CC(NC(=O)c1ccccc1)C2 (stereo unspecified)	-0.4	-8	-19	i	i	i	i	i	0	i	0
C(=N/n1c2ccccc2c2ccccc21)/c1ccco1	4.1	8	-12	i	i	i	i	i	-6	i	-4
Cc1ccc(OCc2nnc(-c3ccc(Cl)cc3)o2)cc1	-0.2	x	x	i	i	i	i	i	8	i	2
CCOc1ccc2nc(N3CCC(C(=O)NCCCN4CCOCC4)CC3)sc2c1	1.3	0	-41	i	i	i	i	i	0	i	-56
CCOC(=O)C/C(C)=N\Nc1nc(-c2ccccc2)cs1	-0.1	3	24	i	i	i	i	i	11	i	-56
C#CCOCCOCCOCCNc1nc(N2CCN(C(=O)C([C@@H](C)CC)n3cc(C(N)CO)nn3)CC2)nc(N2CCN(C(=O)[C@H](CCC(=O)O)n3cc(C(N)CC(C)C)nn3)CC2)n1 (stereo partly specified)	0.1	-1	-26	i	i	i	i	i	3	i	7
O=C(NC1CCCC1)c1cccc(NC(=O)c2ccco2)c1	0.0	-4	-54	i	i	i	i	i	5	i	-13
O=c1cc(N2CCC3(CC2)OCCO3)[nH]c(=O)n1-c1ccc(Br)cc1	-0.4	-9	-15	x	i	i	i	i	-2	i	6
CN(C)S(=O)(=O)c1cccc(COC(=O)c2ccc(Cl)cc2O)c1	0.5	5	10	i	i	i	i	17*	-8	i	1
N#C/C(=C\c1c(F)cccc1Cl)S(=O)(=O)c1ccccn1	-0.6	-4	-8	i	i	i	i	i	-2	i	-7
CCn1cc(/C=C(\NC(=O)c2ccccc2)C(=O)NCCCN2CCOCC2)c2ccccc21	0.2	5	-35	i	i	i	i	i	1	i	-6
O=C(Nc1ccccc1-c1ccccc1)c1ccccc1	-6.2	13	-18	i	i	i	i	i	-2	i	2
Cc1cc([N+](=O)[O-])nn1CCC(=O)NC1CCCCCC1	0.7	-4	-1	i	i	i	i	i	-3	i	-3
CCOC(=O)c1c(C)nsc1NC(=O)c1ccco1	-0.8	4	-33	i	i	i	i	i	-1	i	19
COc1ccccc1NC(=S)NC(=O)c1ccc(-c2ccc(Cl)cc2)o1	0.0	2	14	i	i	i	i	i	-13	i	-28
CCCOc1ccc(C(=O)C(c2ccccc2)N2CCOCC2)cc1 (stereo unspecified)	-0.1	2	-17	i	i	i	i	i	2	i	3
COc1cc(NC(=O)C2CC(=O)NC3=C2C(=O)CCC3)cc(OC)c1 (stereo unspecified)	0.0	-1	-10	i	i	i	i	i	-7	i	-1
CNC(=O)Cn1nc(-c2ccc(C)c(S(=O)(=O)N(C)C)c2)c2ccccc2c1=O	-0.8	-7	-56	i	i	i	i	i	9	i	15
CC[C@@H](NS(=O)(=O)c1ccc(C)cc1)C(=O)Oc1ccc2c3c(c(=O)oc2c1)CCC3	0.5	-4	-9	i	i	i	i	i	-1	i	21
CCCn1c(SCC(=O)NC2CCCCC2)nnc1C1CC1	-0.3	1	-15	i	i	i	i	i	-3	i	-6
CCOC(=O)C(CC)Sc1nc2c(cnn2-c2ccc(F)cc2)c(=O)[nH]1 (stereo unspecified)	-1.3	0	-15	i	i	i	i	i	6	i	18
CC(=O)N1CCSc2ccc(S(=O)(=O)NCc3ccc(F)cc3)cc21	-0.3	-4	-36	i	i	i	i	i	-1	i	6
Cc1cc(C(=O)Nc2cccc(/C=C/C(=O)O)c2)c(C)o1	0.1	0	-30	i	i	i	i	i	4	i	30
CC1CCCCC1NS(=O)(=O)c1ccc(-n2cnnn2)cc1 (stereo unspecified)	-1.6	8	-8	i	i	i	i	i	0	i	11
O=C(CCS(=O)CCC(=O)NCc1ccccc1)NCc1ccccc1	-0.9	4	2	i	i	i	i	i	3	i	-17
Clc1ccc(Nc2ncnc3c2cnn3-c2ccccc2)cc1	2.9	-3	-16	i	i	i	i	i	81*	i	-119
Cc1ccc(NC(=O)C(=O)NCCOc2ccccc2Cl)cc1	0.5	-2	-12	i	i	i	i	i	-6	i	-20
CC(C)n1c(-c2ccc(C(C)(C)C)cc2)n[nH]c1=S	0.3	-5	-13	i	i	i	i	i	7	i	1
CC(C)(C)c1ccc(C(=O)N/C(=C\c2cccs2)C(=O)NCc2ccco2)cc1	0.0	0	-37	i	i	i	i	i	16	i	7
Cc1cccc(-n2nc3c(c2NC(=O)C(C)C)CS(=O)(=O)C3)c1C	1.0	-3	-33	i	i	i	i	i	-4	i	-19
CC(C)C(NS(=O)(=O)c1cccs1)C(=O)NCCN1CCN(c2ccccc2)CC1 (stereo unspecified)	-0.3	-2	-17	i	i	i	i	i	1	i	-11
Cc1cccc(N=Nc2c(C)[nH]n(-c3ccccc3)c2=O)c1	0.7	-6	-23	i	i	i	i	i	9	i	-126
CC(C(=O)Nc1cccnc1)N1C(=O)c2ccccc2C1=O (stereo unspecified)	0.0	-1	-20	i	i	i	i	i	1	i	22
Cc1ccc(CSc2nncn2-c2ccccn2)cc1	-0.4	5	13	i	i	i	i	i	1	i	6
CCc1ccc(NC(=O)c2cc3c(C)nc4ccccc4c3o2)cc1	-0.2	0	-19	i	i	i	i	i	27	i	-24
CC1(c2ccc(Cl)cc2)NC(=O)N(CC(=O)Nc2ccc(F)cc2)C1=O (stereo unspecified)	-0.3	0	-33	i	i	i	i	i	-2	i	14
COc1ccc(OC)c(S(=O)(=O)N2C(C)CCCC2C)c1 (stereo unspecified)	-1.0	5	-7	i	i	i	i	i	-4	i	22
O=c1ccc(Br)c[nH]1	-0.3	-1	-21	i	i	i	i	i	-7	i	36

From PubChem
